KOR beta-arrestin-1: KOR agonists, beta-arrestin recruitment, primary screen, cell-based, luminescence, uHTS (AID 1777); 280,000 compounds, 0.02% hits; activation, % at 10 µM, or EC50 in µM where a hit was titrated; KOR beta-arrestin recruitment, luminescence; higher % means a stronger effect; in the data active = activation above about 50%, passing the limit was not always enough; note: a part of the inactive calls stands beside numbers as strong as those of hits
HIV peptide binding: cell-free HIV fusion peptide-binding blockers – biochemical, uHTS, fluorescence dequenching, primary screen (AID 1986); 290,000 compounds, 0.3% hits; one-dose inhibition, % at 20 µM; IC50 in µM for titrated hits; cell-free peptide binding, fluorescence dequenching, 30 min; higher % means a stronger effect; in the data active = inhibition mostly above about 52%, no sharp cut-off; inactive = mostly below about 76%; note: some results filed as inactive read as strong as hits
KOR beta-arrestin-2: kappa opioid receptor blockers – cell-based, luminescence, uHTS (AID 1778) | inhibition, % at 10 µM; hits with a dose series show IC50 in µM | KOR beta-arrestin recruitment, luminescence, antagonist mode; higher % means a stronger effect | 290,000 compounds, 0.091% hits; note: strong numbers were not always called active
Dengue-2 NS5 capping: Dengue-2 NS5 methyltransferase inhibitors, primary screen, biochemical, confirmation dose response (AID 588689). Dengue-2 NS5 methyltransferase capping enzyme assay, biochemical; higher % means a stronger effect. inhibition, % at 25 µM; hits with a dose series show IC50 in µM. 340,000 compounds, 0.3% hits; in the data active = a potency from the dose series; inconclusive = inhibition above about 29% without an active follow-up result
AID2073: disruptors of CaV2.2 binding to Mint1 – biochemical, HTRF (AID 2073) | HTRF protein-protein interaction, Mint1-CaV2.2; higher % means a stronger effect | one-dose inhibition, % at 20 µM; IC50 in µM for titrated hits | 290,000 compounds, 0.19% hits; in the data active = inhibition mostly above about 51%, no sharp cut-off; inconclusive = no clear call, values can overlap the other calls; inactive = mostly below about 53%; note: some results filed as inactive read as strong as hits
Yfh1-depleted yeast: enhancers of respiration in Yfh1-depleted yeast, dose response, Friedreich's ataxia, plus single-dose screen (AID 1465); S. cerevisiae Yfh1-off respiration, WST-1 reduction, 72 h; higher fold induction means a stronger effect; 220,000 compounds, 0.074% hits; fold induction at 50 µM; hits with a dose series show EC50 in µM;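 active = fold induction of absorbance versus untreated yeast above a set limit, then at least 30% activation at any dose in follow-up; inconclusive = repeats straddling the limit, or above it without dose testing; inactive = fold induction below the set limit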;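 note: activators that raise dye reduction in frataxin-depleted yeast; strong numbers were not always called active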
HEK293 NOD2/NF-kB: inhibition of NOD2-driven NF-kB reporter – cell-based, luminescence, uHTS, HEK293 (AID 1566); inhibition, % at 4 µM; hits with a dose series show EC50 in µM; 290,000 compounds, 0.63% hits; HEK293 NOD2/NF-kB luciferase reporter, luminescence; higher % means a stronger effect; note: many of its hits are not listed in these tables
West Nile virus CPE: West Nile virus antiviral activity, cell-based, CPE readout (AID 1621). CPE inhibition, % at 10 µM, or IC50 in µM where a hit was titrated. 290,000 compounds, 0.02% hits. West Nile virus-infected cells, CPE inhibition; higher % means a stronger effect; in the data active = a potency from the dose series; inconclusive = CPE inhibition mostly from about 3.7% at the one dose, without a potency; inactive = the rest, 99 in 100 with CPE inhibition below about 2.2%; note: strong numbers were not always called active
NOD1 inhibition: NOD1 signaling inhibitors, primary screen, cell-based, luminescence, uHTS (AID 1578); inhibition, % at 4 µM; hits with a dose series show EC50 in µM; 290,000 compounds, 1% hits; NOD1-driven NF-kB luciferase reporter cells, luminescence; higher % means a stronger effect; in the data active = inhibition mostly above about 36%, no sharp cut-off; inactive = mostly below about 34%;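 note: HEK-293T reporter cells stimulated with the NOD1 agonist gamma-tri-DAP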
Dengue-2 NS5 capping pilot replicate: second read-out of Dengue-2 NS5 capping, no call of its own (marks repeat the call); inhibition, %; measured here: pilot screen replicate inhibition
The depositor's hits bear a star; i = inactive; ? = inconclusive; . = no result given; [ ] = dose if it differs, or a comment. Cut-off read from the data, not from the text of the source, unless noted: active = inhibition above about 50%; inactive = the rest. A portion of the library; rates above refer to the full screens.

SMILES	KOR beta-arrestin-1	HIV peptide binding	KOR beta-arrestin-2	Dengue-2 NS5 capping	AID2073	Yfh1-depleted yeast	HEK293 NOD2/NF-kB	West Nile virus CPE	NOD1 inhibition	others
O=[N+]([O-])c1ccc(N2CCOCC2)cn1	-3.3%	-0.8%	3%[20 µM]	.	1%	i	5%	0.2%	-30%
COc1cc(NC(=O)N[C@@H](CCSC)C(=O)O)cc(OC)c1	2.4%	-1.1%	.	-8%	6%	i	10%	0.4%	0%
CCCCOC(=O)Oc1ccc2c(=O)c(Oc3cccc(C)c3)coc2c1	-2.9%	-2.2%	-36%	5%	2%	i	10%	0.2%	8%
CN(C)C(=S)NC(C)(C)C	7.8%	-1.4%	15%	10%	-1%	i	10%	0.1%	-13%
COc1ccc(C(=O)N/C(=C\c2cn(C)c3ccccc23)C(=O)N2CCN(C)CC2)cc1OC	7.5%	2.1%	8%	-5%	-9%	.	10%	-0.2%	-22%
CC(C)CCn1c(SCC(=O)N2CC(=O)Nc3ccccc32)nc2scc(-c3cccs3)c2c1=O	-7.7%	0.5%	10%	4%	9%	i	-1%	-0.1%	0%
O=C(COc1ccc2ccccc2c1)NNC(=O)[C@@H]1CCCC[C@@H]1C(=O)O	0.2%	-2.4%	16%	-5%	2%	.	-4%	.	-29%
Cc1cccc(NC(=O)Cn2c(=O)n(C)c3ccccc32)c1	.	-4.3%	.	-5%	23%	i	3%	-0.1%	-22%
COc1cccc(-n2nc(C#N)c(Cl)cc2=O)c1	-12%	0.9%	33%	-44%	-1%	i	.	-1.5%	.
COc1ccc(NC(=O)CCCC2=NS(=O)(=O)c3ccccc3N2)cc1	-0.9%	0.6%	21%	-2%	2%	.	-4%	.	-21%
COC(=O)c1ccsc1NC(=O)c1cccc(OC)c1	-1.3%	0.0%	-7%[20 µM]	-7%	12%	i	20%	-0.6%	-34%
N#Cc1ccccc1NC(=O)CN(Cc1ccccc1)Cc1ccccc1	0.9%	-1.2%	5%	1%	3%	.	16%	-0.9%	3%

In the list so far, 2 have a cyano group:
SMILES	KOR beta-arrestin-1	HIV peptide binding	KOR beta-arrestin-2	Dengue-2 NS5 capping	AID2073	Yfh1-depleted yeast	HEK293 NOD2/NF-kB	West Nile virus CPE	NOD1 inhibition	others
COc1cccc(-n2nc(C#N)c(Cl)cc2=O)c1	-12%	0.9%	33%	-44%	-1%	i	.	-1.5%	.
N#Cc1ccccc1NC(=O)CN(Cc1ccccc1)Cc1ccccc1	0.9%	-1.2%	5%	1%	3%	.	16%	-0.9%	3%

Next entries.
SMILES	KOR beta-arrestin-1	HIV peptide binding	KOR beta-arrestin-2	Dengue-2 NS5 capping	AID2073	Yfh1-depleted yeast	HEK293 NOD2/NF-kB	West Nile virus CPE	NOD1 inhibition	others
O=C(c1cnccn1)N(c1ccccc1)C1(C(=O)NC2CCCCC2)CCCCC1	1.8%	-0.5%	5%	-2%	1%	i	6%	-0.4%	-19%
CN(C)S(=O)(=O)N1CCC(Oc2ccc(C(=O)N3C[C@@H]4CCC[C@H]3C4)cc2)CC1	3.6%	0.5%	-7%	-6%	6%	.	31%	-1.8%	0%
O=C(Nc1nnc(CCN2CCCCC2)s1)c1ccccc1Cl	-1.4%	-1.6%	32%	1%	-2%	i	14%	0.7%	-15%
COCC1CCN(Cc2cn(Cc3ccccc3)nc2-c2cc3ccccc3o2)CC1	.	-0.7%	11%[20 µM]	0%	2%	i	-49%	-0.6%	4%
COC(=O)c1ccc(/C=C/c2c(-c3ccc(OC)cc3)oc3ccc(N4CCOCC4)cc23)cc1	.	-1.3%	-30%[20 µM]	-1%	45%	.	-26%	?	-7%
COc1ccc(-n2cc(CNCCc3ncc(C)[nH]3)c(-c3ccccc3Cl)n2)cc1	.	-0.2%	-113%[20 µM]	.	25%	i	-14%	0.0%	-45%
CCCNS(=O)(=O)c1ccc(OCC(=O)Nc2ccc3c(c2)OCCO3)cc1	0.0%	-0.8%	-6%	3%	-2%	i	-6%	-0.2%	12%
COC(=O)C1=C(C)N(Cc2ccc(OC)cc2)C(=O)/C1=C\c1ccco1	2.5%	3.4%	6%	5%	-6%	i	27%	-1.2%	2%
CCc1nnc(NC(=O)c2cc(C)nc3ccccc23)s1	-6.6%	-1.6%	2%	-5%	4%	i	16%	0.7%	-18%
COC(=O)CN1C(=O)C(O)(CC(=O)c2ccc(C)cc2)c2ccccc21 (configuration not stated)	-5.0%	-1.0%	29%	-1%	9%	i	8%	0.3%	-11%
CCCNC(=S)N1CCC(n2cnc3ccccc32)CC1	-7.5%	-1.0%	3%[20 µM]	-11%	-6%	i	-1%	0.2%	-34%
O=C1CC(SC2=NCCS2)C(=O)N1c1ccc(Br)cc1 (configuration not stated)	4.6%	5.9%	-8%	7%	-3%	i	7%	0.3%	-29%
COC(=O)/C=C1\C(=O)N(c2nc3ccc(OC)cc3s2)C(=S)N1c1ccc(F)cc1	-1.8%	-1.7%	-4%	.	?	.	-3%	.	-24%
c1ccc(-c2nnc(OCC3CCCO3)c3ccccc23)cc1 (configuration not stated)	-4.1%	-1.7%	6%	.	-4%	i	4%	-0.8%	-15%
CC(=O)Nc1ccc(C(=O)CSc2cc(C)c3cccc(C)c3n2)cc1	3.2%	9.2%	-116%	1%	36%	i	3%	-0.2%	-10%
Cc1ccc(-c2csc3ncnc(SCC(N)=O)c23)cc1	-6.0%	0.1%	-16%[20 µM]	8%	9%	i	14%	-0.1%	27%
COC(=O)c1cc(COc2ccc3ccc(=O)oc3c2)c(C)o1	2.2%	2.6%	-11%	3%	7%	i	-5%	0.5%	-21%
O=C1C2C3c4ccccc4C(c4ccccc43)C2C(=O)N1/N=C/c1cccc(O)c1 (configuration not stated)	2.5%	0.1%	16%	-1%	4%	i	-79%	0.2%	-4%	Dengue-2 NS5 capping pilot replicate=-2.1
COc1ccc(C(=O)c2ccc(N3CCN(C(=O)c4ccc(F)cc4)CC3)c(F)c2)cc1Br	8.3%	-1.2%	5%	5%	40%	i	21%	2.6%	51%
CC(NCCC(Cc1ccccc1)c1ccco1)c1ccccc1 (configuration not stated)	-3.9%	0.5%	14%	-9%	37%	i	2%	-0.6%	-1%
Cc1ccccc1NC(=O)c1cc2c(=O)n3cccc(C)c3nc2s1	-2.4%	6.0%	-17%	-5%	23%	.	27%	-0.5%	-18%
Cc1cccc(N=C2NC(=O)/C(=C\c3cccs3)S2)c1	3.9%	7.5%	-39%	1%	8%	i	-42%	0.2%	44%
COc1ccc(CC(CC(=O)O)C(=O)Nc2ccc(Cl)c(Cl)c2)cc1 (configuration not stated)	2.0%	6.4%	-38%[20 µM]	-7%	3%	.	23%	-0.3%	-14%
COc1cc(OC)cc(C(=O)NCC(=O)Nc2ccc(OC)c(Cl)c2)c1	-1.1%	0.5%	14%	-7%	-3%	.	4%	1.4%	-8%
COc1ccccc1NS(=O)(=O)c1cccc2cccnc12	-4.6%	-2.4%	17%	-1%	3%	i	7%	-0.9%	-7%
COc1ccc(C(=O)C2CCCN(Cc3cnc(N4CCOCC4)s3)C2)c(OC)c1 (configuration not stated)	.	0.1%	5%	1%	11%	i	31%	-0.9%	16%
CCc1cc(=O)oc2cc(OCC(=O)N(CC)CC)c(Cl)cc12	-2.0%	-1.5%	-35%	-2%	1%	i	5%	1.5%	9%
Cn1c(=O)n(C)c2cc(NS(=O)(=O)c3ccccc3[N+](=O)[O-])ccc21	-2.6%	0.3%	-10%	2%	1%	.	-7%	-0.6%	-20%
NC(=O)c1c(NC(=O)c2ccc([N+](=O)[O-])o2)sc2c1CCCC2	15%	-0.3%	-16%	-1%	14%	.	.	0.6%	.
CN1C(=O)/C(=C/c2cc3c(cc2Br)OCO3)NC1=S	1.6%	-1.6%	-20%	2%	7%	i	8%	-0.5%	-20%
COC(=O)NCC12CC3CC(C1)CC(CNC(=O)OC)(C3)C2	2.4%	-1.9%	-2%	6%	4%	i	7%	-0.8%	-26%
CC(=O)c1ccc(NC(=O)Cn2nc(C)c([N+](=O)[O-])c2C)cc1	2.2%	1.4%	5%	-3%	-10%	i	4%	-0.5%	-55%
CCN(Cc1ccncc1)Cc1c(O)ccc2cc(Br)ccc12	-3.8%	3.9%	-14%	.	-15%	i	5%	-0.2%	-2%
Cc1ccc(C(=O)NCCCC(=O)O)o1	-2.9%	0.5%	1%	1%	0%	i	5%	0.0%	-13%
COc1ccc(C2C=C(c3ccc(Br)cc3)Nc3nc(NS(C)(=O)=O)nn32)cc1 (configuration not stated)	3.0%	64%	-63%	.	?	.	26%	.	-14%
CCc1ccc(S(=O)(=O)N2CC(=O)Nc3ccccc32)cc1	1.0%	0.3%	-18%	0%	6%	i	5%	-0.4%	-2%
CCN(CC)CCNC(=O)c1cc2ccccc2nc1Cl	-1.9%	-0.4%	-9%	-1%	10%	i	8%	0.4%	-8%
O=c1[nH]c(=S)[nH]c2nc(-c3cccs3)cc(C(F)(F)F)c12	-4.4%	1.7%	24%	23%	11%	.	-5%	1.5%	-9%
O=C(NCc1ccco1)c1ccc(Cn2c(=O)c3ccccc3n(Cc3ccc(Cl)cc3)c2=O)cc1	2.3%	-1.9%	-13%	-2%	11%	i	-22%	?	31%
NC(=O)CN1CCOCCOCCN(CC(N)=O)CCOCCOCC1	-1.4%	0.6%	4%	-12%	11%	i	-10%	0.7%	0%
CN1CCN(C(=O)c2ccccc2NC(=O)c2ccc(C(C)(C)C)cc2)CC1	2.1%	0.8%	3%	0%	44%	.	-10%	-0.3%	-36%
N#C/C(=C/c1ccc([N+](=O)[O-])cc1)C(=O)Nc1ccccc1O	-1.3%	13%	2%	5%	-4%	i	-60%	-0.8%	-30%
CCC(=O)NNC(=O)c1c(O)c2ccccc2[nH]c1=O	-0.5%	0.7%	-14%	-7%	0%	i	12%	-0.4%	-26%
COc1ccc(CC(=O)Nc2nc(-c3cc(OC)ccc3OC)cs2)cc1	-10%	-0.3%	3%	.	4%	i	-30%	0.0%	-15%
Cc1ccc(Cn2cccc(NC(=O)c3ccco3)c2=O)cc1	-4.9%	2.0%	-38%	-6%	3%	i	-35%	-0.4%	-34%
CN=C1c2cc3cc(OC)ccc3n2CCN1Cc1ccccc1	-6.8%	2.8%	-31%	-4%	34%	.	-18%	.	-10%
CN1CCCC(CC2Oc3ccccc3Sc3ccccc32)C1 (configuration not stated)	5.2%	-0.3%	-58%	-5%	8%	i	4%	39%	4%
C/C=C(/C)C(=O)Nc1cccc(C2=NOC3(C2)C[C@@H](C(N)=O)N(C(=O)CCCCC)C3)c1 (some centres not stated)	0.5%	-0.9%	18%	-4%	20%	i	18%	-0.1%	-1%
CCOC(=O)CN/C=C(\C#N)c1ccccc1	-4.2%	-0.4%	10%	-8%	0%	i	13%	-0.2%	-14%
CC(C(=O)Nc1ccccc1-c1ccccc1)N1CCOCC1 (configuration not stated)	0.7%	-0.1%	-20%	3%	12%	i	11%	-1.5%	-11%

Screens deposited in PubChem BioAssay by several laboratories.
